From PubChem BioAssay
GAA glycogen: inhibitors or activators of human alpha-glucosidase glycogen cleavage; P10253; recombinant GAA, glycogen substrate, Amplex Red glucose oxidase fluorescence; Potency, µM (top dose mostly 76.4 µM), inactives show at the highest dose activity change, negative = inhibition, usual class: inhibitors; hit rate 0.38% among 300,000; active = well fitted inhibition curve with a large enough effect; inconclusive = small, poorly fitted or top-dose-only effect, or another doubt; inactive = no such curve, though single readings can be large or run the other way;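 note: 0% = full enzyme reaction and -100% = no-enzyme basal signal; the screen sought inhibitors and activators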
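Natural-substrate format: glycogen cleavage by 4 nM human enzyme, glucose read by Amplex Red coupling (Ex 573, Em 610 nm). Normalized to enzyme and no-enzyme controls.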
An asterisk follows results filed as active; ? = inconclusive; [ ] = another dose, or the depositor's remark. Potency is the fitted concentration of half-maximal effect.

O=[N+]([O-])c1ccc(NCc2ccc(Cl)cc2)c2ccncc12
  GAA glycogen: 8.8%

CCCN1CCC(NC2CCC(O)CC2)CC1 (centres undefined)
  GAA glycogen: 1.8%[76.3 µM]

COC(=O)c1cccc(NC(=O)N2C[C@H]3C[C@@H](C2)c2cccc(=O)n2C3)c1
  GAA glycogen: -5.6%[76.3 µM]

COc1ccc(NC(=O)N2C[C@@H]3C[C@@H](C2)c2cccc(=O)n2C3)c(OC)c1
  GAA glycogen: -6.2%[76.3 µM]

CCOc1cc2c(cc1OCC)-n1cccc1C(c1c(O)cccc1OC)NC2 (centres undefined)
  GAA glycogen: 1.9%

O=C(NC1CCCCC1)N1C[C@H]2C[C@@H](C1)c1cccc(=O)n1C2
  GAA glycogen: -1.3%

O=C(CCc1ccccc1)N1C[C@H]2C[C@@H](C1)c1cccc(=O)n1C2
  GAA glycogen: 20.5%[76.3 µM]

C[C@H]1[C@H](OC(=O)CCC(=O)NCc2ccc(C(=O)O)cc2)O[C@@H]2O[C@@]3(C)CC[C@H]4[C@H](C)CC[C@@H]1C24OO3
  GAA glycogen: 4.1%

Nc1cnn(-c2ccccc2)c(=O)c1Cl
  GAA glycogen: 18.8%[76.3 µM]

O=C(CCN1CCOCC1)Nc1ccc(Br)cc1C(=O)c1ccccc1
  GAA glycogen: 2.9%[76.3 µM]

CSc1ccc(CN2CCN(c3ccccc3C)CC2)cc1
  GAA glycogen: 0.3%[76.3 µM]

N#CC(CCN1CCOCC1)(c1ccccc1)c1ccccc1
  GAA glycogen: -14.5%[76.3 µM]

COc1ccc(-c2nn(CCC#N)cc2C(=O)Nc2ccc(C(C)=O)cc2)cc1[N+](=O)[O-]
  GAA glycogen: 9.2%[76.3 µM]

O=C(O)c1ccccc1-c1ccc(C=C2C(=O)N(c3ccccc3)C(=S)N(c3ccccc3)C2=O)o1
  GAA glycogen: -13.8%[76.3 µM]

OC(CN1CCC(c2c[nH]c3ccccc23)CC1)C(F)(F)F (centres undefined)
  GAA glycogen: -2.4%

CCOc1ccc(NC(=O)N2C[C@H]3C[C@@H](C2)c2cccc(=O)n2C3)cc1
  GAA glycogen: 0.7%[76.3 µM]

O=c1c2ccccc2nc(/C=C/c2ccccc2F)n1-c1ccccc1O
  GAA glycogen: 1.5%

COC(=O)CC(NC(=S)N1CC2C[C@@H](C1)Cn1c2cccc1=O)C(=O)OC (some centres undefined)
  GAA glycogen: 6.1%

FC(F)(F)c1ccccc1NC1=NCCCS1
  GAA glycogen: -12.1%

O=c1[nH]c(=O)n(-c2cccc(F)c2)c(O)c1/C=C1\C=Nc2ccccc21
  GAA glycogen: -7.3%

COc1cccc(CNCCc2ccc(F)cc2)c1
  GAA glycogen: 1.0%

CC(=O)O[C@H]1CCC2C3CCC4=CC(=O)CCC4=C3C=C[C@@]21C (some centres undefined)
  GAA glycogen: 0.6%

CCOc1ccc(N2C(=O)/C(=C/c3ccc(C)o3)C(=O)NC2=S)cc1
  GAA glycogen: -23.8%[76.3 µM]

CC(=O)N1CCN(CCN=Cc2c(O)n(-c3ccc(F)cc3)c(=S)[nH]c2=O)CC1
  GAA glycogen: 4.0%

O=C1Nc2cc(C(=O)N3CCC4(CC3)OCCO4)ccc2S/C1=C\c1ccccc1
  GAA glycogen: 2.3%[76.3 µM]

O=C1CN(O)C(c2ccccc2)=c2cc(Cl)ccc2=N1
  GAA glycogen: -1.9%[76.3 µM]

CC(C)[C@H](NC(=O)N1C[C@H]2C[C@@H](C1)c1cccc(=O)n1C2)C(=O)Nc1ccccc1F
  GAA glycogen: 25.9%[76.3 µM]

Cc1c(C)c2ccc(OCC(=O)N3CCC(C(=O)O)(c4ccccc4)CC3)cc2oc1=O
  GAA glycogen: 11.4%[76.3 µM]

CCN1C[C@]2(COC(=O)c3ccccc3N)CC[C@H](OC)C34[C@@H]5C[C@H]6[C@H](OC)[C@@H]5[C@](O)(C[C@@H]6OC)[C@@](O)([C@H]13)[C@@H](OC)[C@@H]42
  GAA glycogen: -0.1%

O=Cc1cn(Cc2ccc(Br)cc2)c2ccccc12
  GAA glycogen: 3.1%

Another view of part of the listing above.
| SMILES | GAA glycogen |
| --- | --- |
| CC(C)[C@H](NC(=O)N1C[C@H]2C[C@@H](C1)c1cccc(=O)n1C2)C(=O)Nc1ccccc1F | 25.9%[76.3 µM] |
| Cc1c(C)c2ccc(OCC(=O)N3CCC(C(=O)O)(c4ccccc4)CC3)cc2oc1=O | 11.4%[76.3 µM] |
| CCN1C[C@]2(COC(=O)c3ccccc3N)CC[C@H](OC)C34[C@@H]5C[C@H]6[C@H](OC)[C@@H]5[C@](O)(C[C@@H]6OC)[C@@](O)([C@H]13)[C@@H](OC)[C@@H]42 | -0.1% |
| O=Cc1cn(Cc2ccc(Br)cc2)c2ccccc12 | 3.1% |

Remaining list, next part.
CCOc1cc2c(cc1OCC)-n1cccc1C(c1cc(OC)ccc1F)NC2 (centres undefined)
  GAA glycogen: 2.6%

COc1cc(CNc2ccc3[nH]c(=O)[nH]c3c2)ccc1OCc1ccccc1C
  GAA glycogen: ?

Cc1c(C=C2C(=O)N(C)C(=S)N(C)C2=O)c2ccccc2n1CC(=O)NCC1CCCO1 (centres undefined)
  GAA glycogen: -3.6%[76.3 µM]

CN(C)C(=O)Oc1ccc2nnc3ccnn3c2c1
  GAA glycogen: 0.4%

O=[N+]([O-])c1ccc(-[n+]2c(-c3ccccc3)cc(-c3ccccc3)cc2-c2ccccc2)cc1
  GAA glycogen: 12.3%[76.3 µM]

CC(=O)Nc1ccc(OC(=O)N(C)c2ccc(C)cc2)cc1
  GAA glycogen: 11.7%[76.3 µM]

CCCCCC(=O)N[C@@H](c1ccccc1)[C@@H](O)C(=O)O[C@H]1C[C@@]2(O)[C@@H](OC(=O)c3ccccc3)C3[C@](C)(C(=O)[C@H](O)C(=C1C)C2(C)C)[C@@H](OC1OCC(O)C(O)C1O)C[C@H]1OC[C@@]31OC(C)=O (some centres undefined)
  GAA glycogen: -10.9%[76.3 µM]

CCOc1ccc(-c2cc(C)[n+](CCc3ccc(OC)c(OC)c3)c(-c3ccc(OCC)cc3)c2)cc1
  GAA glycogen: 3.8%

CCOC(=O)c1c(C)n(Cc2ccccc2)c2ccc(OCC(O)CNC(C)(C)C)cc12 (centres undefined)
  GAA glycogen: 3.5%

COc1ccc2c3c1OC1C(O)C=CC4C(C2)[N+](C)(C)CCC341 (centres undefined)
  GAA glycogen: 5.1%

O=P(O)(O)Oc1ccccc1P(=O)(c1ccccc1)c1ccccc1
  GAA glycogen: 1.5%

CC(=O)O[C@]1(C)C(=O)OC/C2=C/CN(C)CCC(OC(=O)[C@@](O)(C(C)O)C[C@H]1C)C2=O (some centres undefined)
  GAA glycogen: 0.8%

O=S(=O)(NC1CCCCC1)OCC(Cl)(Cl)Cl
  GAA glycogen: -17.1%[76.3 µM]

CC(C)CC(NC(=O)CCCNC(=O)CCC(=O)OC1O[C@H]2OC3(C)CC[C@H]4[C@H](C)CCC(C1C)C24OO3)C(=O)O (some centres undefined)
  GAA glycogen: 6.2%

COc1ccc(-n2c(-c3ccccc3[N+](=O)[O-])nc3ccccc3c2=O)cc1
  GAA glycogen: 1.4%

Cc1ccc(Cn2cc(C=O)c(-c3ccc(F)cc3)n2)cc1
  GAA glycogen: -6.5%

Cc1cc(OC(C)C(=O)N[C@H](C(=O)O)c2ccccc2)c2c3c(c(=O)oc2c1)CCC3 (some centres undefined)
  GAA glycogen: -4.8%[76.3 µM]

O=C(COc1ccc(Cl)cc1)N1CCN(C2CCCC2)CC1
  GAA glycogen: 3.8%

C[C@]12CC[C@H]3[C@@H](CCC4=CC(=O)CC[C@@]43O)[C@@H]1CCC2=O
  GAA glycogen: 9.6%

O=S(=O)(c1ccc(F)cc1)N1CN2CCN(C2)C1
  GAA glycogen: -7.3%[76.3 µM]

Cc1cc(OC(C)C(=O)NCc2cccnc2)c2c3c(c(=O)oc2c1)CCC3 (centres undefined)
  GAA glycogen: -0.8%[76.3 µM]

CCN(CC)C(=O)Cn1cc(C=C2C(=O)N(C)C(=O)N(C)C2=O)c2ccccc21
  GAA glycogen: 2.9%

Clc1ccccc1CN1CCNCC1
  GAA glycogen: -5.3%[76.3 µM]

COc1ccc2[nH]c3c(c2c1)CCN[C@H]3C
  GAA glycogen: 5.4%

O=c1cccc2n1CC1CC2CN(CC(O)CN2CC3CC(C2)c2cccc(=O)n2C3)C1 (centres undefined)
  GAA glycogen: -3.0%

Cc1cc(/C=C2\C(=O)NC(=O)N(c3ccccc3)C2=O)c(C)n1-c1ccc(C(=O)O)c(Cl)c1
  GAA glycogen: -17.1%[76.3 µM]

CCCCn1c(C)c(C(=O)OCC)c2c(CN3CCCC3)c(O)ccc21
  GAA glycogen: 0.5%

COc1ccc(-c2nn(CCC#N)cc2C(=O)NCc2ccccc2)cc1[N+](=O)[O-]
  GAA glycogen: 1.0%[76.3 µM]

C#C[C@@]1(O)CCC2C3CCC4=C/C(=N/OCC(=O)NC(CCC(N)=O)C(=O)O)CC[C@]4(C)C3CC[C@@]21C (some centres undefined)
  GAA glycogen: -3.2%

N#CCCn1cc(C(=O)Nc2ccc(F)cc2)c(-c2ccccc2)n1
  GAA glycogen: -0.6%[76.3 µM]

Some of these compounds in order of heavy-atom count, ascending.
O=S(=O)(c1ccc(F)cc1)N1CN2CCN(C2)C1
  GAA glycogen: -7.3%[76.3 µM]

CCCCn1c(C)c(C(=O)OCC)c2c(CN3CCCC3)c(O)ccc21
  GAA glycogen: 0.5%

Cc1cc(OC(C)C(=O)NCc2cccnc2)c2c3c(c(=O)oc2c1)CCC3 (centres undefined)
  GAA glycogen: -0.8%[76.3 µM]

COc1ccc(-c2nn(CCC#N)cc2C(=O)NCc2ccccc2)cc1[N+](=O)[O-]
  GAA glycogen: 1.0%[76.3 µM]

O=c1cccc2n1CC1CC2CN(CC(O)CN2CC3CC(C2)c2cccc(=O)n2C3)C1 (centres undefined)
  GAA glycogen: -3.0%

C#C[C@@]1(O)CCC2C3CCC4=C/C(=N/OCC(=O)NC(CCC(N)=O)C(=O)O)CC[C@]4(C)C3CC[C@@]21C (some centres undefined)
  GAA glycogen: -3.2%

More structures:
CC(C)c1cc(Br)c(NC(=O)Nc2cccnc2)c(Br)c1
  GAA glycogen: 3.9%

CCC1C2CC3C4N(C)c5ccccc5C45CC(C2C5O)N3[C@@H]1O (some centres undefined)
  GAA glycogen: -28.2%

O=C(NC(=S)N1C[C@H]2C[C@H](C1)c1cccc(=O)n1C2)c1ccc(Cl)cc1
  GAA glycogen: -3.6%[76.3 µM]

N/C(=N\[N+](=O)[O-])N1CCN(C(=O)c2ccccn2)CC1
  GAA glycogen: -2.5%

O=C(NCc1ccccc1)c1cccn(Cc2ccccc2)c1=O
  GAA glycogen: 1.0%

CCCCn1c(=O)c(C(=O)Nc2ccccc2C)c(O)c2ccccc21
  GAA glycogen: -7.4%[76.3 µM]

CC(=O)c1ccc(OCC(=O)N2CCCC(N3CCN(c4ccccc4C)CC3)C2)cc1 (centres undefined)
  GAA glycogen: 2.7%[76.3 µM]

Cc1ccc(/C=C2\C(=O)NC(=S)N(c3cccc(F)c3)C2=O)o1
  GAA glycogen: -10.7%[76.3 µM]

CC(C)[C@H]1C(=O)O[C@@H]2CCN3CC=C(COC(=O)[C@](C)(O)[C@]1(C)O)[C@H]23
  GAA glycogen: 2.5%

CN1C(=O)C(=Cc2cn(CC(=O)N3CCCCC3)c3ccccc23)C(=O)N(C)C1=O
  GAA glycogen: 5.1%

C#CC[N+]1(C)[C@@H]2CC(OC(=O)C(CO)c3ccccc3)C[C@H]1C(O)C2 (some centres undefined)
  GAA glycogen: -3.3%

Clc1ccc(-c2nc3ccc(Cl)cn3c2CN2CCCCC2)cc1
  GAA glycogen: 0.6%

Oc1cc2c(cc1CN1CCN(c3ccccc3)CC1)OCO2
  GAA glycogen: 2µM*

COc1ccc(CCNCC2CCCO2)cc1 (centres undefined)
  GAA glycogen: 12.6%[76.3 µM]

COc1ccc(OC)c(N=Cc2c(O)[nH]c(=O)[nH]c2=O)c1
  GAA glycogen: -13.3%

COc1ccc(-n2nc(C(=O)NCC(=O)N3CCC4(CC3)OCCO4)c3ccccc3c2=O)cc1
  GAA glycogen: 2.3%

CCn1c(C)c(C(=O)NCCc2ccccc2)c2cc(OC)ccc21
  GAA glycogen: 5.8%

CCOc1cc2c(cc1OCC)-n1cccc1C(c1ccccc1F)NC2 (centres undefined)
  GAA glycogen: 5.1%

O=S(=O)(c1ccc(O)cc1)c1ccc(O)cc1
  GAA glycogen: 1.2%

CCOc1cc2c(cc1OCC)-n1cccc1C(c1cccc(F)c1F)NC2 (centres undefined)
  GAA glycogen: -16.1%

COc1ccc(-n2c(/C=C/c3ccc(O)c(O)c3)nc3ccccc3c2=O)cc1
  GAA glycogen: 1.6%

COc1cc(CN2CCNCC2)cc(OC)c1OC
  GAA glycogen: 6.5%[76.3 µM]

COP(=S)(OC)c1c(C)nn(CCC#N)c1NC(=O)c1ccc(Cl)cc1
  GAA glycogen: 10.5%

COc1ccc(CC(=O)N(C)C2CCCN(Cc3ccccc3F)C2)cc1OC (centres undefined)
  GAA glycogen: -4.1%[76.3 µM]

CC(C)(C)n1cc(C(=O)c2ccccc2OCCCF)cn1
  GAA glycogen: 1.5%

Cc1cccc(N=Cc2c(O)n(C)c(=O)n(C)c2=O)c1
  GAA glycogen: 11.2%[76.3 µM]

CCOC(=O)Cn1cc(C=C2C(=O)N(C)C(=O)N(C)C2=O)c2ccccc21
  GAA glycogen: 4.7%

COc1cccc(CN2CCNCC2)c1
  GAA glycogen: 8.9%[76.3 µM]

CCOc1ccc(N2C(=O)/C(=C/c3ccco3)C(=O)NC2=S)cc1
  GAA glycogen: ?

C#CC[N+]1(C)[C@@H]2CC[C@H]1CC(OC(=O)C(CO)c1ccccc1)C2 (some centres undefined)
  GAA glycogen: 9.5%

Not all compounds are listed, so the mix of outcomes need not match the whole.
